Source: PubChem (several laboratories)
Neddylation inh: blocks human cullin neddylation; P61081+Q13564; TR-FRET cullin neddylation, biochemical; calls only at 25 µM; actives 0.58% (n = 360,000); AID 651699; in the data active = inhibition above about 36%
Target sequence (P61081 whole entry, looked up): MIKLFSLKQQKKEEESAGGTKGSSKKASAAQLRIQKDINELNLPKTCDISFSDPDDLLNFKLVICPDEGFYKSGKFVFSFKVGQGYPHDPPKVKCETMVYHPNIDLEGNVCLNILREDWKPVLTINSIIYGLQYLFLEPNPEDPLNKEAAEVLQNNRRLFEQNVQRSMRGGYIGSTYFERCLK
Target sequence (Q13564 whole entry, looked up): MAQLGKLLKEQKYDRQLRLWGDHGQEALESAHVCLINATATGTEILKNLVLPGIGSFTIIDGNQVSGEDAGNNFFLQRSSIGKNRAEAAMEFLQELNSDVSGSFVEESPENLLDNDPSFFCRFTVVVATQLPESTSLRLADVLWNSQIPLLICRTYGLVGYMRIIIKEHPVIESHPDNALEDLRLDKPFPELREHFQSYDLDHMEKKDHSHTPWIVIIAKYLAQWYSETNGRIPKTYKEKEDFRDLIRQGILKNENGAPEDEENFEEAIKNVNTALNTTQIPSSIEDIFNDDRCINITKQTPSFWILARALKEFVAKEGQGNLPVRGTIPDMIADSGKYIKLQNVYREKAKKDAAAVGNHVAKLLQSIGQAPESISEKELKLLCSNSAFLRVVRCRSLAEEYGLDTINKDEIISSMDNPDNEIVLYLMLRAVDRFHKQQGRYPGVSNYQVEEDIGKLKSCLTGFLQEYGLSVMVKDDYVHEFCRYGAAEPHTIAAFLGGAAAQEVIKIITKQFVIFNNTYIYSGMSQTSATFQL
DNMT1 block: DNMT1 (human) enzyme inhibition; inhibition (reported as % activation of signal), % at 10 µM; DNMT1 molecular beacon, Hinp1I cleavage, fluorescence; actives 0.83% (n = 360,000); in the data active = inhibition above about 50%
LMPTP inh: blocks human LMPTP phosphatase; actives 0.22% (n = 360,000); AID 651560; inhibition, % at 20 µM; recombinant LMPTP-A, OMFP fluorogenic substrate, fluorescence intensity; P24666;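 active = compounds that cut the enzyme signal by at least half of the control window in the single-dose screen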;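 note: plate controls were DMSO wells with enzyme plus substrate for no effect and substrate without enzyme for full effect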
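Buffer or medium: Bis-Tris pH 6.0, DTT, detergent; Assay system: LMPTP-A enzyme; Quantity: 0.625 nM enzyme; Detection: endpoint fluorescence intensity; Times: 50 min dark incubation at room temperature; Controls: substrate-only low control, DMSO enzyme-plus-substrate high control; Doses: single 20 µM dose; Read-out: percent inhibition versus substrate-only and uninhibited controls; Reagent: 400 µM OMFP.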
SUMO1 PPI mod: alters human SUMO1 binding to SIM partners; P63165; SUMO1 binding to a labelled peptide, TR-FRET, 1 h; inhibition, % at 20 µM; actives 0.33% (n = 360,000); in the data active = inhibition above about 37%
Scp-1 inhibitor: blocks human Scp-1 phosphatase activity. Q9GZU7. Recombinant Scp1, phosphopeptide, malachite green phosphate absorbance. inhibition, % at 20 µM. actives 0.88% (n = 340,000). AID 493091;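 active = inhibition above about 50% at 20 µM, limit read from the data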;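 note: plate controls were DMSO wells with enzyme for no effect and wells lacking enzyme for full effect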
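Incubation: 45 min enzyme reaction at room temperature / System: truncated SCP-1 phosphatase (76-261aa) / Reagent: Phospho 17-mer peptide substrate / Buffer or medium: Acidic Tris acetate buffer with magnesium and detergent / Signal: absorbance at 630 nm / Doses: one concentration, 20 µM, with 1.0% DMSO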
Rpn11 block: blocks the human proteasome subunit Rpn11; calls only at 20 µM; actives 0.59% (n = 360,000); human 26S proteasome, Ub4-pepOG fluorescence polarization; 20S core pre-blocked with epoxomicin; AID 588493;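 active = inhibition at 20 µM, scaled to each plate's controls, above about 33%, limit read from the data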
Rin1 Abl inh: inhibitors of human Rin1-Abl protein interaction; TR-FRET Rin1/Abl binding, biochemical; actives 0.4% (n = 360,000); P00519+Q13671; inhibition, % at 7.35 µM; in the data active = inhibition above about 5%, passing the limit was not always enough
STEP inh: inhibitors of human striatal-enriched phosphatase STEP; P54829; recombinant STEP, OMFP fluorogenic substrate, fluorescence; inhibition, % at 20 µM; actives 0.25% (n = 360,000); AID 588621;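 active = inhibition at 20 µM, scaled per plate between control wells, above about 37%, limit read from the data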;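 note: 0% = DMSO with enzyme and substrate and 100% = substrate only without enzyme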
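System: STEP (striatal-enriched tyrosine phosphatase) enzyme, cell-free; medium: Bis-Tris pH 6.0 buffer with DTT, detergent; dosing: 20 µM, 1% DMSO; times: reaction 20 min, ambient temperature; detection: fluorescence, 480/540 nm; read-out basis: normalized % inhibition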
NadD block: NadD (S. aureus) enzyme inhibition; actives 0.78% (n = 360,000); AID 602399; inhibition, % at 20 µM; purified NadD enzyme, colorimetric absorbance read-out; in the data active = inhibition above about 26%; note: some compounds past the cut are filed as inactive
CSN inh: inhibitors of human CSN-mediated cullin deneddylation | Purified CSN, SCF-Nedd8-OG deneddylation, fluorescence polarization | inhibition, % at 12.5 µM | actives 0.38% (n = 360,000) | AID 651999;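 active = pattern-corrected inhibition above about 35%, with an unprinted fluorescence ratio check between 0.5 and 1.5, limit read from the data, passing the limit was not always enough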;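 note: 0% = enzyme with substrate and 100% = substrate without enzyme; some results filed as inactive read as strong as hits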
Target sequence (Q92905 whole entry, looked up, one chain of several): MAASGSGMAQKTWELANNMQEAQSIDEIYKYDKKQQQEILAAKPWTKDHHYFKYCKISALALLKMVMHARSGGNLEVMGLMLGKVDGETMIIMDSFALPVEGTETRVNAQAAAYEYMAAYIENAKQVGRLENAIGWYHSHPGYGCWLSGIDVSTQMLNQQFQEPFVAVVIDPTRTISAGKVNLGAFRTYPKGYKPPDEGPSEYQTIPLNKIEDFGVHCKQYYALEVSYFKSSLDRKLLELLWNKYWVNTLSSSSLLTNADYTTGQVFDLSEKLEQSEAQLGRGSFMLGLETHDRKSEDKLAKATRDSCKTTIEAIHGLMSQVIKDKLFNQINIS
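Assay system: Purified human Csn5 enzyme expressed in HEK293T cells | Amount: Enzyme 0.24 nM | Measured by: Fluorescence polarization readout | Medium: Tris/NaCl/DTT buffer, pH 7.5 | Compound dosing: One concentration, 12.5 µM, 0.25% DMSO | Times: 90 min incubation of compound, enzyme and substrate at room temperature | Control set: no-enzyme wells high, enzyme-with-substrate wells low | Read-out: % inhibition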
Numbers without * were called inactive; i = inactive; · = no result given.

Value order – Neddylation inh, DNMT1 block, LMPTP inh, SUMO1 PPI mod, Scp-1 inhibitor, Rpn11 block, Rin1 Abl inh, STEP inh, NadD block, CSN inh
Cn1c(OCc2ccc3c(c2)OCO3)nc2c1c(=O)n(Cc1cccc(Cl)c1)c(=O)n2C
→ i, -1, 1.9, 2, -5, i, 0, -2, 1, 0
COc1ccc(-c2c(C)cc3oc(=O)cc(-c4ccccc4)c3c2C)cc1
→ i, -3, 5.9, 4, -9, i, 1, 1, 5, -1
O=C(CSc1cccc2cccnc12)OCC(=O)c1ccc(Br)cc1
→ i, -4, 3.6, -7, 3, i, -1, 8, -1, 2
O=C(Cn1cnc2ccccc2c1=O)NNC(=O)c1ccccc1F
→ i, -4, -0.4, 2, -1, i, 3, 0, 1, 0
CCOC(=O)c1nnn(-c2nonc2NC(C)=O)c1C
→ i, 2, -1.6, 1, 0, i, 5, -2, -6, 0
COc1ccccc1OCCn1cc(/C=N/n2cnnc2)c2ccccc21
→ i, -3, -1.0, 0, -7, i, -3, -1, 3, -2
Cc1cccc(C)c1NC(=O)C(=O)NCC1CCCN1S(=O)(=O)c1cccs1 (stereo not drawn)
→ i, 2, -0.2, 1, -9, i, 2, 1, 0, 4
NC(=O)C(NN=C(c1ccccc1)c1ccccc1)c1ccccc1 (stereo not drawn)
→ i, 30, -0.6, 5, ·, i, -2, 4, -6, -7
CCCCC[C@H](O)/C=C/C1=C(CCCCCCC(=O)O)C(=O)CC1
→ i, 23, 0.9, 9, 38, i, -1, 1, 12, 18
Cc1ccc(-c2ccc(SCC(=O)N3CCN(c4ccccc4)CC3)nn2)cc1
→ i, -1, -0.2, -7, -7, i, 0, -1, 8, -14
O=S(=O)(c1ccc(N2CCN(S(=O)(=O)c3ccc4c(c3)OCCO4)CC2)nc1)N1CCCC1
→ i, 2, 1.4, -4, -4, i, -2, 5, 7, -4
COc1ccc(C2(c3ccc(OC)cc3)NC(=O)N(CC(=O)N(C)C)C2=O)cc1
→ i, 1, -0.2, 0, -3, i, -1, 0, 2, 6
CCCn1cc(CN2CCc3ccc(NC(=O)C4CCCO4)cc3C2)c(C)n1 (stereo not drawn)
→ i, -1, -0.7, -1, -9, i, 3, 1, -1, 2
Cc1nc2c(-c3ccc(F)cc3)cnn2c2c1CCC2
→ ·, -2, 1.6, 0, -8, i, 1, -1, -8, 0
Cc1ccnc(NC(=S)NC(=O)/C=C/c2ccco2)c1
→ i, 8, 2.6, 5, 2, i, 1, -1, 7, 8
C=CCn1c(SCc2ccc(Cl)cc2)nc2c1c(=O)[nH]c(=O)n2C
→ i, 1, -0.4, 3, -12, i, -1, 0, 2, -2
COC(=O)c1cc2ccsc2n1CC(=O)Nc1ccc(N(C)C)cc1
→ i, -6, 1.5, 0, -7, i, 2, 2, 6, -3
O=C(Oc1ccc2c(=O)c(Oc3ccc4ccccc4c3)coc2c1)c1cncc(Br)c1
→ ·, 1, 2.1, -4, -3, i, 3, 3, 19, 0
Cc1oc2cc3oc(=O)c(CC(=O)NCCC(=O)O)c(C)c3cc2c1C
→ ·, 3, -2.4, 3, 4, i, 4, -6, -1, 5
Cc1ccc(-n2ncc3c(=O)[nH]cnc32)c(C)c1
→ i, 1, -1.4, 3, 2, i, 1, -1, -6, -3
CCC(=O)C1=C(N2CCCC2)CC(C)(C)CC1=O
→ i, 2, -2.3, 0, -2, i, -2, 2, 3, -2
O=C(COC(=O)c1cc(-c2ccccc2Cl)nc2ccccc12)Nc1ncc(C(F)(F)F)cc1Cl
→ i, 24, 1.9, 5, 50*, i, 0, 3, 25, -8
COc1ccc(N(CC(=O)Nc2ccc(C)c(C)c2)S(=O)(=O)c2c(C)n[nH]c2C)cc1
→ i, -7, -0.1, 0, -21, i, 4, -1, -2, -2
COc1ccccc1N1CCN(C(=O)CSc2nc3ccccc3o2)CC1
→ i, -17, 0.7, 0, -15, i, 4, -2, -4, 3
COc1cccc(NC(=S)NCc2cccnc2)c1
→ i, 13, -1.2, 2, 0, i, -1, -1, 0, -12
CS(=O)(=O)N(CC(=O)Nc1ccccc1C(=O)NCc1ccco1)c1ccc2c(c1)OCCO2
→ i, 0, 0.0, 0, -13, i, 1, 0, -10, 3
O=C(NCc1ccc(Cl)cc1)C(=O)NCC1OCCN1S(=O)(=O)c1ccc2c(c1)OCCO2 (stereo not drawn)
→ i, -10, -0.9, 5, -12, i, -1, 2, -6, -4
O=C(Nc1ccccc1C(=O)O)c1cc(S(=O)(=O)NCc2ccccc2)ccc1Cl
→ i, -1, -0.2, 8, 10, i, 4, -3, -4, -1
O=C(COC(=O)Cc1ccsc1)NC1CCCCCC1
→ i, -2, -1.2, 0, -5, i, 0, -12, 2, -4
COCCNc1nnc(SC(C)C(=O)Nc2ccc(-c3nc4ccc(C)cc4s3)cc2)s1 (stereo not drawn)
→ ·, -9, -0.7, -2, 5, i, -4, 0, 1, -8
O=C(N/N=C/c1cccnc1)c1cccc(Br)c1
→ i, 1, -0.9, -14, -7, i, -2, -2, 0, 0
COc1cccc(NC(=O)CN(C)C(=O)CCNS(=O)(=O)c2ccc(C)cc2)c1
→ i, -3, 0.9, 5, -5, i, 1, 1, -2, -2
COc1ccc(C(=O)CSc2nc3cccnc3n2C)cc1
→ i, -1, 0.5, 1, -6, i, 1, 2, 1, 1
COc1ccc(CN(C)C[C@@H]2OCCCC[C@H](C)Oc3ccc(NC(=O)Cc4ccccc4)cc3C(=O)N([C@@H](C)CO)C[C@@H]2C)cc1
→ i, 0, 0.0, 0, ·, i, 0, 2, 0, -2
Cc1cccc(C)c1NC(=O)CN(C)CC(=O)Nc1ccccc1Oc1ccccc1
→ i, 0, 0.4, 0, -3, i, 1, -1, -3, 3
Cc1ccc(S(=O)(=O)N2CCCC2C(=O)NCc2ccco2)cc1 (stereo not drawn)
→ i, 4, -0.6, 1, -2, i, 1, 0, -10, -4
FC(F)(F)c1cc(C(F)(F)F)c2ccc(N3CCOCC3)nc2n1
→ i, 1, 0.1, -9, -12, i, -1, 2, -3, 0
CC1(C)CCC(=O)N(c2ccccc2)C1=O
→ i, 18, -1.1, 1, -1, i, -1, -2, 3, -4
O=C(N/N=C/C=C/c1ccccc1)c1cccc(Br)c1
→ i, 4, -0.1, -29, -4, i, 1, 0, 9, 8
COc1cc(SC)ccc1C(=O)Nc1ccccn1
→ i, 1, -0.5, -2, -15, i, -3, -2, 0, 0
c1ccc(-c2nn3c(-c4ccco4)nnc3s2)nc1
→ i, 0, 1.0, 17, 4, i, -3, 6, -2, 3
Clc1cccc(Cl)c1CO/N=C/c1cccs1
→ i, 0, -0.6, -16, 15, i, -1, 1, 0, -7
CC(C)(C)NC(=O)CN(Cc1ccccc1)S(=O)(=O)c1ccccc1
→ i, 3, -2.6, 4, 4, i, -1, 2, 1, -5
COC(=O)CN(C(=O)CSc1nnc(-c2cccc(OC)c2)o1)c1ccc(OC)cc1
→ i, 1, 0.6, -3, 0, i, 2, 2, 2, -7
CCN1C(=O)/C(=C\N2CCN(C)CC2)SC1=S
→ i, 1, -1.3, -18, -3, i, 1, -6, 1, 0
CCOC(=O)c1cnn(Cc2ccccc2Cl)c1N
→ i, 3, -2.0, -2, -5, i, -1, 0, 0, 3
CCOc1ccccc1C(=O)Nc1cc(C(=O)NCCc2ccccc2)ccc1Cl
→ i, 5, 0.6, -3, 1, i, 3, 2, -1, 0
COc1cc(NC(=O)CN2C(=O)COc3ccc(S(=O)(=O)N4CCCC4)cc32)cc(OC)c1
→ i, 0, 1.2, 15, 7, i, -2, -1, -3, -5
O=c1c2[nH]c3ccc(Cl)cc3c2ncn1Cc1ccccn1
→ i, 12, 25, 9, 1, i, -4, 17, -3, 4
Nc1nc(C2C(=O)CCCC2=O)cs1
→ i, -8, 1.3, 22, -11, i, 1, 2, -6, 10
O=C(NCC1CC1)c1cc2c(c(-c3cccc(-c4ccccc4F)c3)n1)[C@H](CCO)N(C(=O)CC1CC1)C2
→ i, ·, 4.0, 8, ·, ·, ·, ·, -8, 0
Cc1ccc(-n2nnnc2SCC(=O)c2ccc3c(c2)NC(=O)CO3)c(C)c1
→ i, -3, 20, -1, -2, i, 1, 10, 5, 2
O=C(c1ccco1)N1CCN(C(=S)NC2CC3CCC2C3)CC1 (stereo not drawn)
→ i, 0, -0.7, 6, -10, i, -3, 1, -4, -8
Cc1ccc(S(=O)(=O)N(Cc2n[nH]c(=S)n2-c2ccccc2)c2cccc(Cl)c2)cc1
→ i, -1, 0.6, -2, -2, i, 3, 0, -1, -3
CC(=O)c1ccc(-c2nc3ccccc3n2C)o1
→ i, 1, 0.7, -9, -7, i, -3, -8, -1, -6
C/C(=N\NC(=O)C1CCCC1)c1ccc(Cl)cc1Cl
→ i, 2, -0.3, 3, -8, i, 2, 3, -8, 3
O=C(Nc1nc2ccccc2n1CCN1CCOCC1)c1cn(-c2ccccc2)nc1-c1ccccc1
→ i, -9, 4.5, -2, -2, i, 2, -6, 6, -2
Cc1ccc2nc(N3CC(C)OC(C)C3)nc(-c3ccccc3)c2c1 (stereo not drawn)
→ ·, 4, 0.8, -10, 3, i, -1, 2, 3, -3
O=C(Nc1nc2cc3c(cc2s1)OCCO3)c1ccc([N+](=O)[O-])o1
→ i, 6, 16, -13, -10, i, 0, 4, -5, -2
Cc1ccc(OCC(=O)N2CCc3ccccc3C2)c(Br)c1
→ i, 24, -0.2, 2, -14, i, 2, -3, -8, -1

Records listed so far printed as active in Scp-1 inhibitor.
SMILES	Neddylation inh	DNMT1 block	LMPTP inh	SUMO1 PPI mod	Scp-1 inhibitor	Rpn11 block	Rin1 Abl inh	NadD block	CSN inh
O=C(COC(=O)c1cc(-c2ccccc2Cl)nc2ccccc12)Nc1ncc(C(F)(F)F)cc1Cl	i	24	1.9	5	50*	i	0	25	-8

Following part.
Value order – Neddylation inh, DNMT1 block, LMPTP inh, SUMO1 PPI mod, Scp-1 inhibitor, Rpn11 block, Rin1 Abl inh, STEP inh, NadD block, CSN inh
Cc1ccc(N)c([N+](=O)[O-])c1
→ i, -1, 0.4, -35, 0, i, -8, 2, 6, 0
O=C(N1CCN(Cc2ccc3c(c2)OCO3)CC1)C(Cl)(Cl)Cl
→ i, -2, -1.3, -1, -7, i, 0, 2, -7, -2
COCCn1c(-c2ccccc2)nc2oc3ccccc3c(=O)c2c1=O
→ i, 1, -1.5, 2, 1, i, 0, -1, 4, -2
Cc1ccc(/C(N)=N/OC(=O)COc2cccc3ccccc23)cc1
→ i, 0, 2.8, 3, ·, i, 0, 0, -9, -1
COc1ccc(Cl)cc1NC(=O)C/C(C)=N/NC(=O)c1ccccc1Cl
→ i, -25, -0.4, 2, -9, i, -1, 0, -1, -1
CCOC(=O)c1oc2ccc(Br)cc2c1COC(=O)C1=COCCO1
→ i, -2, 1.5, -2, -5, i, -5, 1, 0, -4
O=C(Nc1cccc(Cl)c1)Nc1ccc2c(c1)C(=O)OC2
→ i, 15, 0.2, -2, -5, i, 2, 112*, 0, -17
